From PubChem
Fluorescein autfl – compound fluoresces in the fluorescein spectral region; max fluorescein-equivalent concentration, M; actives 0.91% (n = 59,000); Compound autofluorescence, 480/540 nm, fluorescein-equivalent; stronger effect = higher value; in the data active = max fluorescein-equivalent concentration above about 10 nM; inconclusive = between about 1.1 nM and that limit
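Normalized response (dye-equivalent concentration) derives from comparing each well's 540 nm emission, under 480 nm excitation, with plate-resident fluorescein standards. Compounds were held in 100 mM Tris, pH 8.0, for 15 min at room temperature.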
A350 fluor – A350 region autofluorescence; AID 590; actives 11% (n = 59,000); max dye-equivalent concentration, M; Compound autofluorescence, 340/450 nm, Alexa 350 dye-equivalents; stronger effect = higher value; in the data active = max dye-equivalent concentration above about 10 nM; inconclusive = mostly about 1.1 nM to 9.6 nM
CRE-bla Fsk – CRE-bla signaling modulation under forskolin stimulation | CHO CRE-bla reporter (cAMP response element driving beta-lactamase), forskolin EC10, beta-lactamase ratio | Potency, µM (series often up to 38.2 µM), without a hit: top-dose activity change, negative = inhibition, most hits filed as activators | actives 2.5% (n = 71,000); active = well fitted activation curve with a large enough effect in the signal ratio, with a control signal flat, not every such curve was filed as active; inconclusive = small, poorly fitted or top-dose-only effect, or effect the other way, or a change in a side signal; the % refers to the signal ratio; also: potency is read from the fitted curve at half-maximal effect; % of control where 0% means no effect
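The 460nm/530nm emission ratio after CCF4 loading defined %Activity, from which AC50 values were obtained. CRE-bla CHO cells received compound dilution series together with an EC10 level of NKH 477 for 3 hours at 37 degrees Celsius.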
Hsp90 Hop PPI – changes Hsp90-Hop TPR2A binding signal, up or down; AlphaScreen TPR2A-His6 binding biotin-Hsp90 C-terminal peptide; Potency, µM (top dose mostly 57 µM), for the others: top-dose activity change, negative = inhibition; actives 0.44% (n = 71,000); active = well fitted curve in either direction with a large enough effect; inconclusive = small, poorly fitted or top-dose-only effect, or another doubt; also: potency is read from the fitted curve at half-maximal effect; % is scaled to controls: 0 for no effect and ±100 for the full control effect; many of its hits are not listed in these tables
UbGFP stabilizer – ubiquitin-GFP accumulation via proteasome inhibition. Ubiquitin-GFP reporter cells, proteasome inhibition, GFP fluorescence; response scale: untreated = 0%, 10 µM MG-132 = 100%. Potency, µM (doses to about 45.9 µM), for inactives: at the highest dose activation (GFP accumulation), hits mostly activators. 67,000 tested, under 10 active; active = well fitted activation curve with a large enough effect, not every such curve was filed as active; inconclusive = small, poorly fitted or top-dose-only effect, or another doubt; inactive = no such curve, though single readings can be large or run the other way; also: potency is read from the fitted curve at half-maximal effect
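U2OS cells expressing ubiquitin(G76V)-GFP, seeded overnight in 0.5% FBS medium, then treated 4 hr at 37 C across 46 uM to 2.9 nM. GFP-positive cells counted by laser cytometry (488 ex/515 em); %activity scaled between basal and 10 uM MG-132.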
4MU fluor – compounds fluorescent in 4-MU spectral region | compound autofluorescence, 340/450 nm, 4-MU equivalents; stronger effect = higher value | max dye-equivalent concentration, M | actives 11% (n = 59,000) | AID 589; in the data active = max dye-equivalent concentration above about 10 nM; inconclusive = mostly about 1.1 nM to 9.6 nM
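Compounds in 100 mM Tris, pH 8.0, sat 15 min at room temperature before fluorescence was read at 340 nm excitation/450 nm emission; a per-plate six-point 4-MU standard curve converted signals to dye-equivalent concentration at each compound concentration.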
HBB splice mod – hemoglobin beta splicing modulation; Potency, µM (highest dose often 46.1 µM), for the others: top-dose activation, actives largely listed as activators; HBB splicing reporter cell assay, activation; EGFP reporter with mutant IVS2-654 intron; response scale: normalised to 500 nM splice-correcting PNA; AID 925; actives 0.06% (n = 65,000); also: potency is read from the fitted curve at half-maximal effect; 0% is about no effect
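Compounds were applied for 2 days to HeLa EGFP-654 cells, 500/well in Optimem with 2% FCS. The reporter's EGFP is disrupted by mis-splicing of beta-globin intron IVS2-654. Readout: summed well GFP fluorescence from 488 nm laser scanning; reference was 500 nM antisense […] 654 PNA.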
ERK AVP block – inhibitors of vasopressin-stimulated ERK signaling pathway; Potency, µM (highest dose often 57.5 µM), for inactives: at the top dose activity, negative = inhibition, usual class: inhibitors; actives 0.99% (n = 72,000); HEK293-V1b, vasopressin-stimulated pERK AlphaScreen; also: potency is read from the fitted curve at half-maximal effect; % is scaled to controls: 0 for no effect and ±100 for the full control effect; nearly all actives have a fitted effect of over 55% in size
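HEK293 cells stably expressing V1b receptor, preincubated 30 min at 37 °C with compound, then stimulated 5 min with 25 nM vasopressin. Phospho-ERK by AlphaScreen SureFire after 5 h RT; normalized to DMSO and vasopressin; AC50 by Hill fit.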
Luciferase inh – blocks Photinus pyralis firefly luciferase activity | P08659 | purified firefly luciferase, luminescence, 8 min | Potency, µM (titrated, usually from 57.1 µM), without a hit: at the top dose activity change, negative = inhibition, most hits filed as inhibitors | actives 2.2% (n = 72,000); also: potency is read from the fitted curve at half-maximal effect; % is scaled to controls: 0 for no effect and ±100 for the full control effect; nearly all actives have a fitted effect of over 40% in size
Target sequence (P08659 whole entry, looked up): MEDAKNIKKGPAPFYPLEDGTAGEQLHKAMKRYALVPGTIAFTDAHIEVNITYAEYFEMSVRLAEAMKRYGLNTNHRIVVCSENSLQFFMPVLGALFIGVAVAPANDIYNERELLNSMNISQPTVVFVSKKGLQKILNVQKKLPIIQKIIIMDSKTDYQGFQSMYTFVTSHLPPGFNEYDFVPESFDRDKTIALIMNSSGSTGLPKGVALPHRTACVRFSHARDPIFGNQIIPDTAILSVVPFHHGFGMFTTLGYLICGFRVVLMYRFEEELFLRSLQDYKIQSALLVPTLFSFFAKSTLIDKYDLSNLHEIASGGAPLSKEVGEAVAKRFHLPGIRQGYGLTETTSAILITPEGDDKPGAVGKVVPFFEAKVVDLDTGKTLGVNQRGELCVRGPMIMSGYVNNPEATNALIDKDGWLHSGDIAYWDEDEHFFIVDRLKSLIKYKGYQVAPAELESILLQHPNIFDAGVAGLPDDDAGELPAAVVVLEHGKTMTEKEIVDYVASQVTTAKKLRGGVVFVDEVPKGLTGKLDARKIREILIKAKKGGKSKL
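Firefly luciferase (PKLight detection mix) with 10 uM ATP in pH 7.2 imidazole buffer (KCl, MgCl2, Tween 20, BSA). Compounds tested across a concentration series (qHTS). Luminescence read after 8 min at ambient temperature.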
TexasRed autofl – compound fluoresces in the Texas Red spectral region | Compound fluorescence, Texas Red channel, 547/618 nm; stronger effect = higher value | max dye-equivalent concentration, M | actives 0.06% (n = 59,000) | AID 587; in the data active = max dye-equivalent concentration above about 10 nM; inconclusive = between about 1.1 nM and that limit
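Compound fluorescence was read after 15 min at room temperature in 100 mM Tris, pH 8.0, using 547 nm excitation and 618 nm emission across a concentration series. It was expressed as Texas Red dye-equivalent concentration from an on-plate standard curve.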
Epigenetic mod – epigenetic modulators derepressing GFP locus in mouse cells. mouse C127i GFP locus derepression, cytometry, 30 h. AID 597. actives 0.09% (n = 68,000). Potency, µM (top dose mostly 46.1 µM), for the others: top-dose GFP derepression (activation); also: % of control where 0% means no effect
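Murine C127i mammary cells carrying a silenced, stably integrated CMV-driven GFP reporter were treated with compound for 30 hours at 37 C. After PBS washes, GFP-positive cells were counted by laser-scanning microplate cytometry.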
Active calls of the source: *; i = inactive; ? = inconclusive; nt = no result given; [ ] = dose if it differs, or a comment. Unless noted, calls follow the shape of the dose curve; as a rule, active = well fitted curve in the direction sought with a large enough effect; inconclusive = small, poorly fitted or top-dose-only effect, or another doubt; inactive = no such curve, though single readings can be large; an effect the other way counts as inactive or inconclusive.

Sequence of screens – Fluorescein autfl | A350 fluor | CRE-bla Fsk | Hsp90 Hop PPI | UbGFP stabilizer | 4MU fluor | HBB splice mod | ERK AVP block | Luciferase inh | TexasRed autofl | Epigenetic mod
COC(=O)C1C2C=CC3(CN(C(C)C)C(=O)C13)O2 (stereo unspecified)
 : nt | nt | -5% | 0% | 12% | nt | 0.6% | 14% | -4% | nt | -1%
Cn1c(CCCOc2ccc(Cl)cc2Cl)nnc1SCC(=O)Nc1nccs1
 : i | i | -7% | -5% | -3% | i | 0.0% | 32µM* | 1% | i | 2%
CN1CCN(CCC(=O)Nc2ccccc2Cl)CC1
 : i | i | -1% | -4% | -2% | i | -1.4% | 7% | 0% | i | 7%
Cc1ccc2[nH]c3nc(SCCN4CCOCC4)nnc3c2c1
 : ? | i | 12% | -4% | -4% | i | nt | -3% | 1% | i | 2%
COc1ccc(NC(=O)CCS(=O)(=O)c2ccc3c(c2)CCCN3C(C)=O)cc1
 : i | i | -12% | -2% | -9% | i | 0.1% | -8% | 3% | i | -1%
Cc1ccc(SCCCCN2C(=O)NC(C)(C)C2=O)cc1
 : i | i | 0% | 1% | 9% | i | -1.0% | -9% | -1% | ? | -2%
CCC(C)(C(=O)NC1CCCC1)N(C(=O)CNC(C)=O)c1ccccc1 (stereo unspecified)
 : ? | i | ? | 4% | -5% | i | -0.9% | 3% | 0% | i | -1%
O=C(C1CCN(c2ncnc3c2sc2cccc(F)c23)CC1)N1CCOCC1
 : nt | nt | -14% | -7% | 10% | nt | -0.9% | ? | -10% | nt | -3%
COc1ccc2nc(C)c3cc(C)oc3c2c1
 : i | i | ? | -3% | 2% | i | -0.5% | -28% | 2% | i | 2%
CCS(=O)(=O)N1CCC(C(=O)NCCC2=CCCCC2)CC1
 : ? | i | -5% | -7% | 8% | i | -0.7% | 5% | 1% | i | 4%
CCn1cc(C(=O)O)c(=O)c2cc(S(=O)(=O)N(C)C)ccc21
 : ? | ? | -7% | -2% | nt | i | 0.3%[0.369 µM] | 5% | 1% | i | -2%
CCCOc1ccc(C2/C(=C(/O)c3ccccc3)C(=O)C(=O)N2CCCN(C)C)cc1OC (stereo unspecified)
 : ? | i | nt | nt | nt | i | nt | nt | 2%[25.5 µM] | i | -2%[20.6 µM]
O=c1c(CCc2ccccc2)nc2cncnc2n1Cc1ccc(F)cc1
 : i | i | 14% | ? | 7% | i | 0.2% | -6% | 2%[11.4 µM] | ? | 0%[9.22 µM]
O=C(c1csnn1)N1CCC2(CCCN(c3ccncc3)C2)CC1
 : i | i | 3% | -6% | -11% | i | 1.7% | 15% | 2%[11.4 µM] | i | -2%[9.22 µM]
Cc1oc(/N=C/c2ccc(Cl)cc2Cl)c(C#N)c1C
 : nt | nt | -5% | -2% | -1% | nt | 0.1%[9.22 µM] | -19% | -1% | nt | -2%

Overlap with the part before: 4 entries, then new ones.
Sequence of screens – Fluorescein autfl | A350 fluor | CRE-bla Fsk | Hsp90 Hop PPI | UbGFP stabilizer | 4MU fluor | HBB splice mod | ERK AVP block | Luciferase inh | TexasRed autofl | Epigenetic mod
CCCOc1ccc(C2/C(=C(/O)c3ccccc3)C(=O)C(=O)N2CCCN(C)C)cc1OC (stereo unspecified)
 : ? | i | nt | nt | nt | i | nt | nt | 2%[25.5 µM] | i | -2%[20.6 µM]
O=c1c(CCc2ccccc2)nc2cncnc2n1Cc1ccc(F)cc1
 : i | i | 14% | ? | 7% | i | 0.2% | -6% | 2%[11.4 µM] | ? | 0%[9.22 µM]
O=C(c1csnn1)N1CCC2(CCCN(c3ccncc3)C2)CC1
 : i | i | 3% | -6% | -11% | i | 1.7% | 15% | 2%[11.4 µM] | i | -2%[9.22 µM]
Cc1oc(/N=C/c2ccc(Cl)cc2Cl)c(C#N)c1C
 : nt | nt | -5% | -2% | -1% | nt | 0.1%[9.22 µM] | -19% | -1% | nt | -2%
C1CCC(n2nnnc2CN2CCCC2)CC1
 : i | i | 2% | -3% | 1% | i | nt | 11% | 1% | i | -1%
COc1ccc(OC)c(-n2c(N)c(C(=O)NCC3CCCO3)c3nc4ccccc4nc32)c1 (stereo unspecified)
 : ? | 1.8e-07M* | ? | ? | -2% | 1.3e-07M* | 9.2% | -18% | 0% | ? | -2%
O=C(Cn1cnc2ccccc2c1=O)c1c[nH]c2ccccc12
 : i | i | ? | 4% | -4% | i | -0.4%[57.5 µM] | -19% | 4% | i | 7%
COc1cc(NC(=O)C2CCCN2S(=O)(=O)c2cccc3cccnc23)cc(OC)c1OC (stereo unspecified)
 : nt | nt | ? | 0% | 15% | nt | -0.8% | -11% | 1% | nt | 1%
COc1cc(OC)cc(C(=O)Nc2ccc(-c3nc4ccccc4o3)c(O)c2)c1
 : i | 3.1e-07M* | 8% | -1% | 3% | 3.3e-07M* | 4.2% | -8% | -2% | i | 0%
Cc1cccc(-c2nnc(SCC#N)n2Cc2ccccc2)c1
 : i | i | 4% | -3% | 2% | i | 2.7% | 6% | 3% | ? | -1%
Cc1cc(CCN2CCC(=O)NC2=O)ccc1OC(C)C
 : i | i | 0% | 0% | -3% | i | 0.2% | 7% | -4% | i | -1%
CCCOC(=O)C1[C@H]2C(=O)N(Cc3ccco3)C[C@]23C=C[C@H]1O3 (stereo partly specified)
 : i | i | nt | nt | nt | i | nt | nt | 1%[25.5 µM] | i | 0%[20.6 µM]
O=C(c1ccncc1)N1CCC2(CCCN(c3cccc(-c4ccccc4)c3)C2)CC1
 : ? | i | ? | -25% | -6% | i | ? | 4% | -2%[11.4 µM] | i | 2%[9.22 µM]
COc1cccc(NC2=CC(=O)CC(C)(C)C2)c1
 : i | ? | 0% | -1% | -6% | ? | -0.1% | 8% | 1% | i | 2%
CCOc1ccccc1NC1c2ccccc2C(=O)N1Cc1ccco1 (stereo unspecified)
 : nt | nt | -12% | -10% | 6% | nt | -0.7% | -25% | 1% | nt | -3%
CCCCn1ccnc1C(=O)c1cccc(S(=O)(=O)N2c3ccccc3CC2C)c1 (stereo unspecified)
 : i | i | ? | ? | 5% | i | -0.9% | 31%[activator] | -4% | i | -1%
CCOC(=O)c1[nH]c2ccc(OCC)cc2c1NC(=O)CN1CCN(c2ccccc2)CC1
 : i | 1.4e-07M* | 17% | 1% | 7% | 8.3e-08M* | -2.0%[57.5 µM] | -13% | 0% | i | 4%
Cc1sc2ncnc(OCC(=O)NCC3CCCO3)c2c1C (stereo unspecified)
 : i | i | -2% | 2% | -1% | i | -1.0% | -6% | 1% | i | 0%
CCOC(=O)N1CCN(c2c(NC3CCN(Cc4ccccc4)CC3)c(=O)c2=O)CC1
 : nt | nt | -8% | -5%[2.3 µM] | 9% | nt | 0.3% | 6% | 4% | nt | nt
Cc1noc(/C=C/N(C)C)c1S(=O)(=O)N1CCCC(C(=O)NC2CCCCC2C)C1 (stereo unspecified)
 : nt | nt | -3% | -8% | 6% | nt | 0.0% | -10% | 1% | nt | -4%
COc1ccc(NC(=O)CN(c2cc(C)cc(C)c2)S(=O)(=O)c2c(C)noc2C)cc1OC
 : nt | nt | 21% | -3% | 18% | nt | -0.1% | ? | 1% | nt | -5%
c1nc2nc3c(c(N4CCOCC4)n2n1)CCCC3
 : ? | 1.7e-08M* | 2.5µM* | 0% | -1% | 2.1e-08M* | 0.2%[57.5 µM] | 6% | 2% | i | -1%
COc1ccc(NC(=O)CSc2nnc(Cc3cccn3C)n2-c2ccc(F)cc2)cc1
 : nt | nt | -12% | -3%[2.3 µM] | 6% | nt | 1.0% | 8% | 1% | nt | nt
COc1cc2c(cc1OC)CN(C(=O)CSc1n[nH]c(N)n1)CC2
 : i | i | 8% | 0% | -10% | i | 0.6% | -18% | 1% | ? | 2%
Cc1cc(NC(=O)c2noc3c2CCCC3)n(-c2ccccc2)n1
 : i | i | 7% | 0% | 5% | i | -0.1% | 17% | -1% | i | -3%
Cn1nc(C(=O)NCCN2CCOCC2)c2ccccc2c1=O
 : i | i | 7% | -2% | 6% | i | -0.3% | -20% | 0% | i | 0%
C[C@]12CC[C@@H]3c4ccc(O)cc4CC[C@H]3[C@@H]1CCC2=O
 : i | i | nt | nt | nt | i | nt | 0% | -1%[25.5 µM] | i | -2%[20.6 µM]
CCOC(=O)Cn1ncc(-c2ccccc2)c1N
 : i | ? | -2% | -3% | 3% | ? | nt | 1% | -7% | i | 0%
CC(C)Nc1nc(NC(C)C)nc(C(N)=O)n1
 : i | i | 5% | -18% | 0% | i | nt | ? | 1% | ? | 0%

These rows are one share of the data; count on the stated rates, not on these rows.
